inhibitors of VEEV = inhibitors of VEEV TC-83 cytopathic effect, confirmation, Vero cells (AID 588727); Vero cells, VEEV TC-83 cytopathic effect inhibition; higher % means a stronger effect; inhibition, % at 20 µM; hits with a dose series show IC50 in µM; 0.13% of 350,000 active; in the data active = a potency from the dose series; inconclusive = inhibition mostly from about 14% at the one dose, without a potency; inactive = the rest, 99 in 100 with inhibition below about 12%; note: strong numbers were not always called active
M. tuberculosis HTS = M. tuberculosis growth inhibition, HTS (AID 449762) | inhibition, % at 25 µM, or IC50 in µM where a hit was titrated | M. tuberculosis H37Rv growth inhibition, 7H9 media; higher % means a stronger effect | 0.59% of 330,000 active; in the data active = a potency from the dose series; inconclusive = inhibition above about 70% without an active follow-up result;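 note: bacterial growth assessed after seven days of incubation; strong numbers were not always called active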
tuberculosis growth = growth inhibition of non-replicating M. tuberculosis (AID 488890); inhibition, % at 25 µM; hits with a dose series show IC50 in µM; Mycobacterium tuberculosis non-replicating, growth inhibition; higher % means a stronger effect; 0.39% of 320,000 active; in the data active = a potency from the dose series; inconclusive = inhibition mostly from about 82% at the one dose, without a potency; inactive = the rest, 99 in 100 with inhibition below about 76%;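 note: plate controls were DMSO cells for no effect and high antibiotic wells for full effect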
influenza NS1A = H1N1 influenza NS1A inhibitors, functional cell based assay (AID 504329). NS1A functional cell-based assay, percent inhibition; higher % means a stronger effect. inhibition, % at 12.5 µM; hits with a dose series show IC50 in µM. 0.3% of 340,000 active; in the data active = a potency from the dose series; inconclusive = inhibition above about 27% without an active follow-up result; note: strong numbers were not always called active
PhoP GFP inhibition = PhoP regulon inhibitors, Salmonella typhi PhoP promoter GFP reporter, confirmatory (AID 1850); Salmonella Typhi PhoP-promoter GFP reporter, fluorescence, 4 h; higher % means a stronger effect; inhibition, % at 50 µM; hits with a dose series show IC50 in µM; 0.33% of 310,000 active; in the data active = a potency from the dose series; inconclusive = inhibition mostly from about 25% at the one dose, without a potency; inactive = the rest, 99 in 100 with inhibition below about 19%;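 note: 0% = induced wells with vehicle and 100% = uninduced wells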
inhibitors of VEEV 10K pilot screen = recorded beside inhibitors of VEEV, whose call it bears; inhibition, %; measured here: 10K pilot screen inhibition
* = called active by the depositor; i = inactive; ? = inconclusive; / = no result given. Random draw from the library (roughly 1.5% active in at least one column).

SMILES	inhibitors of VEEV	M. tuberculosis HTS	tuberculosis growth	influenza NS1A	PhoP GFP inhibition	others
O=S(=O)(NCc1ccco1)N1CCCCCC1	i	-0.2%	9.7%	-1.5%	-3.9%
O=C(Nc1ccc(S(=O)(=O)N2CCOCC2)cc1)c1ccco1	3.1%	-3.6%	-9.8%	-2.1%	-0.5%
O=C(NN=C1CCCCCCCCCCC1)c1cccnc1	1.3%	-1.3%	-14.4%	-18.8%	3.2%
O=C(NCc1ccncc1)Nc1ccc2c(c1)OCO2	0.3%	3.2%	12.8%	-4.0%	-2.8%
CC(=O)Nc1ccc(S(=O)(=O)N(CC(=O)Nc2cc(C)on2)Cc2ccc(F)cc2)cc1	2.2%	-0.2%	11.7%	-3.1%	-6.3%
CC(=O)C1=C(O)C(=O)N(c2nccs2)C1c1ccccc1 (centres undefined)	0.5%	2.6%	-16.3%	-3.9%	-0.3%
Cc1ccc(NC(=S)Nc2ccccn2)c(C)c1	0.4%	-10.9%	71.9%	3.9%	-4.3%
COc1ccc2[nH]c(=O)c3c(c2c1)OC(C)(C)C=C3	7.9%	-7.9%	8.7%	0.3%	-1.4%
O=C1c2cccc3cccc(c23)C(=O)N1CCCCCc1n[nH]c(=S)o1	4.6%	2.7%	-17.8%	-5.6%	-5.4%
O=C(NCC(=O)N1CCC(Cc2ccccc2)CC1)c1ccc(Cl)cc1	2.0%	10.0%	51.8%	-7.2%	-9.2%
Cc1cccc(OCC(=O)Nc2ccc(S(=O)(=O)N3CCCC3)cc2)c1	7.6%	-1.8%	17.3%	-1.6%	-6.8%
CCCCn1c(N)c(N(CC)C(=O)c2cccc(OC)c2)c(=O)[nH]c1=O	0.2%	1.0%	-0.7%	-2.9%	12.3%
CCOc1ccc(S(=O)(=O)NCCC(=O)NCCOc2ccccc2OC)cc1	i	-1.0%	4.2%	-2.6%	3.4%
CCOC(=O)C1C(OC(=O)c2ccccc2)CC2CCC1N2C (centres undefined)	1.1%	/	/	4.4%	/
Cc1cc2[nH]c(=O)c(=O)[nH]c2cc1S(=O)(=O)NC1CCC(C)CC1 (centres undefined)	1.3%	5.2%	3.8%	-3.4%	12.9%
CN(C)c1ccc(C(=O)OCC(=O)N2CCCC2)cc1	1.1%	-2.4%	-9.3%	-7.9%	7.0%
O=C(Cn1ncc2c1-c1ccccc1OC2)N(Cc1ccco1)C1CCCCC1	5.9%	-6.4%	47.4%	-2.0%	4.3%
Cc1ccc(N(CC(=O)NCCSCc2ccco2)S(=O)(=O)c2ccc(C)cc2)cc1	2.2%	-7.2%	8.8%	0.3%	-11.7%
CCc1nnc(NC(=O)c2ccc(N(C)S(=O)(=O)c3ccccc3)cc2)s1	2.3%	-1.8%	8.1%	-2.0%	-2.8%
COC(=O)c1ccc(NC(=O)Nc2ccc(OC)c(OC)c2)cc1	0.6%	10.4%	57.6%	1.4%	-7.7%
O=C(COC(=O)C1=COCCO1)Nc1ccccc1Oc1ccccc1	i	?	8.7%	-9.2%	-12.2%
COc1ccc(-c2nnc(NC(=O)CS(=O)(=O)c3ccc(F)cc3)o2)c(OC)c1	2.3%	7.2%	-8.6%	-3.3%	6.6%
C/C(=N\OC(=O)NC1CCCCC1)c1sc(-c2ccccc2)nc1C	i	?	55.0%	18.9%	-2.3%
Cc1ccc(S(=O)(=O)Nc2cc(C)nn2-c2ccccc2)cc1	3.6%	0.1%	5.9%	2.0%	-6.3%
CC(C)(C)C1CC=C2C(C#N)=C(N)C(C#N)(C#N)C(c3cccs3)C2C1 (centres undefined)	/	2.7%	26.2%	/	-3.7%

Quoted at random: 6 records from the list.
SMILES	inhibitors of VEEV	M. tuberculosis HTS	tuberculosis growth	influenza NS1A	PhoP GFP inhibition	others
Cc1cc2[nH]c(=O)c(=O)[nH]c2cc1S(=O)(=O)NC1CCC(C)CC1 (centres undefined)	1.3%	5.2%	3.8%	-3.4%	12.9%
COc1ccc2[nH]c(=O)c3c(c2c1)OC(C)(C)C=C3	7.9%	-7.9%	8.7%	0.3%	-1.4%
O=C(Cn1ncc2c1-c1ccccc1OC2)N(Cc1ccco1)C1CCCCC1	5.9%	-6.4%	47.4%	-2.0%	4.3%
O=C(NCC(=O)N1CCC(Cc2ccccc2)CC1)c1ccc(Cl)cc1	2.0%	10.0%	51.8%	-7.2%	-9.2%
CCCCn1c(N)c(N(CC)C(=O)c2cccc(OC)c2)c(=O)[nH]c1=O	0.2%	1.0%	-0.7%	-2.9%	12.3%
CCOc1ccc(S(=O)(=O)NCCC(=O)NCCOc2ccccc2OC)cc1	i	-1.0%	4.2%	-2.6%	3.4%

(more compounds)
SMILES	inhibitors of VEEV	M. tuberculosis HTS	tuberculosis growth	influenza NS1A	PhoP GFP inhibition	others
CCN1C(N(C)C)=NC[C@@H]1Cc1ccccc1	i	0.6%	7.7%	5.0%	5.3%	inhibitors of VEEV 10K pilot screen=0.1
CCC(CO)N=CC1=C(O)CC(C)(C)CC1=O (centres undefined)	0.1%	-8.6%	-15.9%	-37.6%	9.0%
O=C1C(=O)N(CCN2CCOCC2)C(c2ccccc2F)/C1=C(\O)c1ccc(S(=O)(=O)N2CCOCC2)cc1 (centres undefined)	2.5%	2.7%	/	4.3%	10.3%
O=C(O)c1cc2c(cc1NC(=O)C1CCCC1)OCCO2	1.9%	-13.1%	-9.2%	-14.0%	/
COc1ccccc1NC(=O)CCCCCN1C(=O)c2cccc([N+](=O)[O-])c2C1=O	0.9%	69.5%	2.5%	-3.0%	0.0%
O=C(NN=Cc1ccc2c(c1)OCO2)c1ccccc1	0.2%	/	/	-2.2%	/
CCOC(=O)C1(CCCc2ccccc2)CCN(C(=O)Cc2nonc2C)CC1	0.5%	-9.2%	6.0%	-15.2%	2.6%
CC1CC1C(=O)OCC(=O)NC(=O)NCc1ccco1 (centres undefined)	0.6%	-1.8%	0.9%	-11.3%	7.2%
CC1CN(S(=O)(=O)c2ccccc2)C(C)N1C(=O)N1CCOCC1 (centres undefined)	0.2%	-0.9%	-13.4%	1.4%	6.6%
CCOc1ccc(Nc2ccc(C(=O)O)cc2[N+](=O)[O-])cc1	i	1.8%	-7.3%	-9.6%	4.9%
O=C(O)c1ccc2c(c1)C(=O)N(c1ccc([N+](=O)[O-])cn1)C2=O	0.3%	-0.5%	-13.2%	-12.1%	-1.4%
O=C(CN(Cc1ccc2c(c1)OCO2)C(=O)CSc1nc2ccccc2o1)NC1CCCCC1	6.1%	/	-9.6%	-1.3%	-8.8%
O=C(NNC(=O)c1cccc(S(=O)(=O)N2CCc3ccccc32)c1)c1ccccc1	i	/	/	6.6%	/
COc1ccc(NC(=O)CSCC(=O)Nc2ccc(C)c(S(=O)(=O)N3CCCCCC3)c2)cc1	7.8%	24.5%	17.3%	1.5%	-1.9%
CCOC(=O)c1c(-c2ccc(C)cc2C)csc1NC(=O)CSc1nnnn1C	22.1%	-2.2%	22.3%	-0.1%	11.6%
NC(=O)c1ccc(NC(=O)COC(=O)C2(c3cccc(F)c3)CCCC2)cc1	0.7%	8.2%	25.9%	-2.9%	-9.9%
CC(CNC(=O)c1ccc(OC2CCN(Cc3ccccn3)CC2)cc1)Oc1cccnc1 (centres undefined)	7.0%	-4.1%	0.4%	-0.9%	-7.0%
COC(=O)CNS(=O)(=O)c1ccc(OC)cc1	0.7%	-6.3%	4.5%	3.0%	5.0%
Cc1occc1-c1nnc(SCC(=O)N(C)c2ccccc2)o1	0.9%	/	/	-3.1%	/
C=CCOc1c(Br)cc(/C=N/NC(N)=O)cc1OC	1.8%	1.0%	10.2%	2.8%	-0.8%
CN1CCN(c2cc(N3CCc4ccccc4C3)c(F)cc2[N+](=O)[O-])CC1	?	46.2%	?	26.5%	-5.1%
C#CCNC(=O)C1=C[C@@H](c2coc3ccccc3c2=O)C[C@@H](OCc2ccc(CO)cc2)O1	6.4%	-10.4%	16.1%	-34.7%	-0.8%
Cc1ccc(S(=O)(=O)Nc2cccc(-c3ccc(N4CCCCCC4)nn3)c2)c(C)c1	4.7%	7.8%	14.4%	3.3%	2.8%
Cc1cc(NC(=O)C(C)SCC(=O)Nc2cc(C(F)(F)F)ccc2N2CCOCC2)no1 (centres undefined)	4.5%	0.4%	21.6%	-4.8%	5.4%
COc1ccc(-c2cc(C(=O)OCC(=O)c3cccc([N+](=O)[O-])c3)c3cc(C)ccc3n2)cc1	0.9%	15.9%	15.6%	-14.4%	-7.4%
(continued)
SMILES	inhibitors of VEEV	M. tuberculosis HTS	tuberculosis growth	influenza NS1A	PhoP GFP inhibition	others
COc1ccc(C(=O)c2ccc(N(C)C)cc2)c2ccccc12	6.6%	3.2%	14.8%	11.2%	-0.5%
Cc1ccc(NC(=S)c2nc3ccccc3[nH]2)c(C)c1	7.3%	10.2%	77.9%	-4.9%	-1.5%
CC(C)CNC(=O)COC(=O)c1c2c(nc3ccccc13)/C(=C/c1cccs1)CC2	7.0%	1.8%	25.2%	-6.6%	1.2%
FC(F)C(F)(F)C1=CC(c2ccccc2)=NCCN1	1.3%	-11.4%	/	-2.2%	-10.2%
Cn1c(=O)c2[nH]c(SCc3ccccn3)nc2n(C)c1=S	/	9.8%	44.0%	/	-4.4%
C/C(=N/NC(N)=S)c1cc2ccc(O)cc2oc1=O	0.5%	9.5%	2.5%	1.8%	17.3%
Cc1c(NC(=O)COC(=O)Cn2cc(C(F)(F)F)ccc2=O)cccc1[N+](=O)[O-]	1.1%	1.8%	/	0.3%	/
O=c1cnnc(N/N=C/c2cccs2)[nH]1	1.6%	-1.3%	25.1%	-2.1%	2.9%
O=C(NCc1ccc(F)cc1)C1CC(=O)N(Cc2ccco2)C1 (centres undefined)	i	6.7%	27.0%	-9.4%	10.3%
Cc1nc(SCC(=O)N2CCOCC2)c2c(C)c(C)sc2n1	i	-1.1%	-2.4%	4.7%	15.2%
CCOc1ccc(-c2cc(C(=O)N3CCN(C)CC3)c3ccccc3n2)cc1	i	-5.3%	-6.6%	1.3%	6.7%
Nc1ccc[n+](CC(=O)c2ccccc2)c1	0.4%	-9.5%	1.2%	4.4%	0.9%
O=C(CNc1ccccc1)N/N=C/c1ccc([N+](=O)[O-])cc1	3.6%	-3.8%	18.9%	3.7%	-4.9%
CCS(=O)(=O)N1CCN(c2c(Cl)cccc2[N+](=O)[O-])CC1	0.7%	-10.8%	-11.8%	2.1%	5.7%
Cc1ccc2nc(C)cc(N/N=C/c3cccnc3)c2c1	0.5%	5.8%	7.4%	0.9%	1.1%	inhibitors of VEEV 10K pilot screen=2.4
CCCCC[C@H](O)/C=C/[C@@H]1[C@@H](C/C=C\CCCC(=O)O)[C@@H](O)C[C@H]1O	i	0.1%	-3.5%	6.2%	0.1%
O=c1[nH]c(/C=C\c2cccc(Cl)c2)nc(O)c1[N+](=O)[O-]	0.0%	11.3%	48.9%	-6.9%	-5.4%
Cc1ccc(C(=O)N2CCC3(CC2)Oc2ccc(F)cc2C(=O)C32CC(c3ccccc3)=NO2)s1 (centres undefined)	0.1%	8.9%	62.6%	-5.0%	4.1%
CCC(C)(C)NC(=O)CN(C(=O)c1snc(C(N)=O)c1N)c1ccc2c(c1)OCO2	1.4%	-3.5%	3.3%	-7.9%	4.3%
O=C(NCc1ccc(F)cc1)c1noc2c1CCCC2	1.2%	5.9%	0.3%	2.5%	-7.3%
Cc1ccc(S(=O)(=O)CCc2nc3ccccc3n2CCC#N)cc1	i	15.7%	79.7%	-19.2%	-27.1%
Cc1ccc(NS(=O)(=O)c2ccc(NC(=O)C3CC3)cc2)c(C)c1	i	0.8%	14.4%	17.9%	3.2%
O=C(CC1SC(=Nc2ccccc2)N(CCc2c[nH]c3ccccc23)C1=O)Nc1ccccc1F (centres undefined)	5.6%	7.8%	9.1%	6.8%	-4.6%
CCCC(C(=O)NC1CCCC1)N(C(=O)c1snc(C(N)=O)c1N)c1ccc(F)cc1 (centres undefined)	4.9%	/	/	5.1%	/
Cc1ccc(S(=O)(=O)c2ccc([N+](=O)[O-])o2)cc1	i	/	/	-22.0%	/
C/C(=C/CCC(C)[C@H]1CC[C@@]2(C)C3=C(CC[C@]12C)[C@@]1(C)CCC(=O)C(C)(C)[C@@H]1CC3)C(=O)O (some centres undefined)	0.8%	10.7%	?	1.1%	-1.0%	inhibitors of VEEV 10K pilot screen=2.1
Cc1ccc(CNC(=O)C2CCCN(Cc3cnn(-c4ccccc4)c3-n3cccc3)C2)cc1 (centres undefined)	i	-12.8%	38.0%	-2.0%	-1.5%
CCCn1c(=O)n(C)c(=O)c2c(SCC(=O)NC34CC5CC(CC(C5)C3)C4)nc(CC(C)C)nc21	8.6%	0.7%	-3.8%	4.7%	-18.3%

Source: PubChem (Southern Research Specialized Biocontainment Screening Center)
